Compound activity: PubChem, several laboratories
PHOSPHO1 block: blocks human PHOSPHO1 phosphatase activity; 1.1% of 290,000 active; recombinant PHOSPHO1, absorbance phosphatase assay; Q8TCT1; AID 1565; inhibition, % at 13.3 µM; in the data active = inhibition above about 60%
Target sequence (Q8TCT1 whole entry, looked up): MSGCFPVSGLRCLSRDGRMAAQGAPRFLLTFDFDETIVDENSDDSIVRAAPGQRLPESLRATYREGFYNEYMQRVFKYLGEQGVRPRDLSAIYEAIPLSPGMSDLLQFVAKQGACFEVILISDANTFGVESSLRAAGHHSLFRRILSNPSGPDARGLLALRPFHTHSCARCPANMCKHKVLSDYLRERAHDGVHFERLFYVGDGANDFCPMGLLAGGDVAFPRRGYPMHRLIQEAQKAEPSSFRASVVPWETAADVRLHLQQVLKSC
MEKK3 PB1 HTS: raises or lowers MEK5 binding to the human MEKK3 PB1 domain; Q99759; bead-based flow cytometry, Alexa488-MEK5 binding to MEKK3; actives lie on both sides; 0 = blocked by unlabeled MEK5, 100 = vehicle; binding response (% of control), % at 10 µM; 1.4% of 290,000 active; AID 1529;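 active = binding response more than 3 SD above or below the average of its plate-row segment, actives on both sides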;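 also: Alexa488 bead fluorescence after subtracting the streptavidin-only scavenger bead signal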
Target sequence (Q99759 whole entry, looked up, the tested form may be a part): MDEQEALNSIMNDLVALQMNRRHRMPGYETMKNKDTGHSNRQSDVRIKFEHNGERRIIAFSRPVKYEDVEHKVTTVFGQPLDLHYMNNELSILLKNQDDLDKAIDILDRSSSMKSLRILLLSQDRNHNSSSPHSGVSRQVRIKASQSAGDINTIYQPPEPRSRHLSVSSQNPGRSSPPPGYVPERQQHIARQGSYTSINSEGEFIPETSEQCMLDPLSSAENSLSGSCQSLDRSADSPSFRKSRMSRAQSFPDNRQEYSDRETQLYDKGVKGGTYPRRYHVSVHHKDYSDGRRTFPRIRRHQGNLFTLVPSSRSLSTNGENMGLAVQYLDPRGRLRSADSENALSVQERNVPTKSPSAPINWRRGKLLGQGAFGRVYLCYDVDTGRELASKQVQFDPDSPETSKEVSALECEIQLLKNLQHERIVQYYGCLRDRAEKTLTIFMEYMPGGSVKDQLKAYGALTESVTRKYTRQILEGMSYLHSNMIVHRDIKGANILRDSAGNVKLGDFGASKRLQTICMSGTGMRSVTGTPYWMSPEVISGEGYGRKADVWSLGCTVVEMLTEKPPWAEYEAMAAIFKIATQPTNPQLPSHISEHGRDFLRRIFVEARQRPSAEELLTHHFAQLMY
UBC9 SUMO inh: SUMOylation inhibition; AID 2006; inhibition, % at 35 µM; HTRF SUMOylation assay, SAE1/SAE2 + UBC9, in vitro; 0.36% of 290,000 active; P63279; in the data active = inhibition above about 50%, passing the limit was not always enough; also: strong numbers were not always called active
Target sequence (P63279 whole entry, looked up): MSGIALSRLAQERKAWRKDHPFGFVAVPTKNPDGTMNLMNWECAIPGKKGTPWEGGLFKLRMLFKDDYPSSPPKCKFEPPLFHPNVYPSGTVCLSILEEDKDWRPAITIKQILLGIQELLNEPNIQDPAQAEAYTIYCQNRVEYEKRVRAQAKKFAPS
VIM-2 inhibitor: blocks Pseudomonas aeruginosa VIM-2 metallo-beta-lactamase | purified VIM-2, nitrocefin hydrolysis, epi-absorbance fluorescence | inhibition, % at 5.6 µM | 0.89% of 290,000 active | AID 1527;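 active = inhibition above the mean of all tested compounds plus 3 SD, cutoff set per screening run, cut at about 7.5% in these data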;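 also: red hydrolysis product quenches plate fluorescence so inhibitors raise well fluorescence; 0% = enzyme with DMSO and 100% = DMSO without enzyme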
IDE act: IDE (human) activation, cell-based; P14735; HEK cells, FAbeta-B cleavage, fluorescence polarization; 0% vehicle, 100% cell-free pure enzyme wells; AID 493087; 0.073% of 340,000 active; activation, % at 5.96 µM;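 active = activation above the mean of all tested compounds plus 3 SD, set per screening campaign, cut at about 17% in these data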
DNA FID counter: displaces DNA intercalator in HCV helicase counter-screen | 0.17% of 290,000 active | inhibition, % at 7.9 µM | DNA fluorescent intercalator displacement, fluorescence | AID 1845; in the data active = inhibition above about 37%;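 also: 0% = vehicle and 100% = reference compound; higher means more ethidium bromide displaced from hairpin DNA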
pCIP destab: compounds decreasing mouse p/CIP protein stability | Q05BA5 | F442A p/CIP-EGFP cells, EGFP fluorescence, 16 h | decrease of EGFP signal, % at 10 µM | 0.01% of 290,000 active | AID 1984;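 active = EGFP signal decrease of at least 30% at 10 µM or well 3 SD below plate mean, unless failing retest; inactive = the rest, including hits failing retest or dose response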; also: some compounds called inactive have numbers as strong as hits; many of its hits are not listed in these tables
NS3 helicase inh: inhibitors of Hepatitis C virus NS3 helicase. NS3 helicase DNA unwinding, Cy5 molecular beacon fluorescence. inhibition, % at 10.9 µM. 0.56% of 290,000 active. AID 1800;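 active = inhibition above the mean of all tested compounds plus 3 SD, set per campaign, cut at about 35% in these data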;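 also: 0% = DMSO wells and 100% = thioflavine S control wells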
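Assay system – hepatitis C virus NS3 helicase domain fragment enzyme · Buffer or medium – MOPS pH 6.5, MgCl2, DTT, Tween20, BSA · Reagent – Cy5/quencher beacon DNA duplex and ATP to start · Compound – single 10.9 µM dose · Timing – 1 h at 25 °C · Technique – Cy5 beacon fluorescence read at start and 1 h · Measure – % inhibition of unwinding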
IMP-1 inh: inhibitors of Pseudomonas aeruginosa IMP-1 metallo-beta-lactamase; purified IMP-1, nitrocefin hydrolysis, epi-absorbance fluorescence; inhibition, % at 5.6 µM; 0.45% of 290,000 active; AID 1556;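 active = inhibition above the mean plus 3 SD of all compounds in the same screening run, cut at about 4.5% in these data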;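 also: 0% = IMP-1 with DMSO and 100% = DMSO wells lacking enzyme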
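assay system = purified recombinant IMP-1 metallo-beta-lactamase enzyme | schedule = 15 min preincubation plus 25 min reaction at 25 °C | signal = Epi-absorbance fluorescence, 480 nm excitation, 530 nm emission | read-out basis = percent inhibition from optical density relative to buffer-blank wells | controls = IMP-1 with DMSO as 0%, enzyme-free DMSO as 100%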
* marks the source's active call; other numbers are inactive results; / = not tested or not shown; [ ] = dose if it differs, or a comment. Only part of the results is shown. The share of hits here may be higher or lower than overall.

SMILES	PHOSPHO1 block	MEKK3 PB1 HTS	UBC9 SUMO inh	VIM-2 inhibitor	IDE act	DNA FID counter	pCIP destab	NS3 helicase inh	IMP-1 inh
CC(O)[C@H](NC(=O)C1CCN(C(=O)[C@H](Cc2ccccc2)NC(=O)OC(C)(C)C)CC1)C(=O)O (stereo not given in full)	20	103	-7	0.5	-4	-24	-1	-8	-1.4
Cc1cc(C(=O)CSc2nnc(N)s2)c(C)n1Cc1ccco1	-10	99	11	-2.8	10	-19	-14	15	-4.1
CC(NC(=O)CN1C(=O)NC(Cc2ccccc2)(Cc2ccccc2)C1=O)C12CC3CC(CC(C3)C1)C2 (stereo not given)	2	100	-3	-3.8	7	-32	-19	-10	-4.7
O=C(/C=C/c1ccccc1)NC1CC2CCC1C2 (stereo not given)	4	99	12	-3.1	-2	-6	2	-1	-1.9
FC(F)(F)c1cccc(Sc2nc(-c3ccccc3)nnc2C(F)(F)F)c1	14	97	6	-2.5	0	-1	12	-5	-4.0
CCCc1cc(=O)[nH]c(SCC(=O)Nc2nonc2N)n1	22	90	20	-5.3	-1	-2	-8	2	-4.3
O=c1c([N+](=O)[O-])c(O)c2ccccc2n1Cc1ccccc1	42	105	11	0.9	-2	-13	-2	15	-1.0
O=C(O)CCS(=O)(=O)Cc1ccccc1F	9	2.0*[inhibitor]	1	-2.6	-1	-1	-4	-1	-6.9
COc1cc(OC)cc(C(=O)N(CN2CCCC2=O)c2ccccc2OC)c1	32	84	-14	-3.8	4	-9	-7	3	-4.8
O=C(CN1C(=O)NC2(CCCCC2)C1=O)Nc1ccc(F)cc1	28	100	4	-1.2	1	2	5	4	-1.2
CCN(CC)c1ncnc2c1sc1nc(N3CCOCC3)c3c(c12)CCC3	-1	101	-8	-0.2	/	-1	4	-2	7.0*
COCCSc1ccccc1C(=O)NCc1ccc(S(N)(=O)=O)cc1	8	78	-15	-4.1	4	-1	-3	0	-4.7
COc1cc(/C=C/c2nc3ccccc3c(=O)[nH]2)cc(Br)c1O	27	99	31	1.0	-157	-5	-97	-21	0.1
CN(C)c1ccc(NC(=O)/C=C/c2c(Cl)cccc2Cl)cc1	11	96	8	-1.9	-3	6	1	10	-2.0
CN1C(=O)CSc2ccc(NC(=O)N3CCc4ccccc43)cc21	21	/	18	-1.6	-3	-1	2	2	-3.5

Part of the list above in order of length of the SMILES, falling.
SMILES	PHOSPHO1 block	MEKK3 PB1 HTS	UBC9 SUMO inh	VIM-2 inhibitor	IDE act	DNA FID counter	pCIP destab	NS3 helicase inh	IMP-1 inh
CC(NC(=O)CN1C(=O)NC(Cc2ccccc2)(Cc2ccccc2)C1=O)C12CC3CC(CC(C3)C1)C2 (stereo not given)	2	100	-3	-3.8	7	-32	-19	-10	-4.7
FC(F)(F)c1cccc(Sc2nc(-c3ccccc3)nnc2C(F)(F)F)c1	14	97	6	-2.5	0	-1	12	-5	-4.0
COc1cc(/C=C/c2nc3ccccc3c(=O)[nH]2)cc(Br)c1O	27	99	31	1.0	-157	-5	-97	-21	0.1
O=C(O)CCS(=O)(=O)Cc1ccccc1F	9	2.0*[inhibitor]	1	-2.6	-1	-1	-4	-1	-6.9

Later entries.
SMILES	PHOSPHO1 block	MEKK3 PB1 HTS	UBC9 SUMO inh	VIM-2 inhibitor	IDE act	DNA FID counter	pCIP destab	NS3 helicase inh	IMP-1 inh
COc1cccc2sc(Nc3nnc(-c4ccccc4Cl)o3)nc12	2	102	-116	1.8	0	-2	12	3	-1.9
COc1ccc(C2CC(=O)C(C3NCCc4ccccc43)=C(O)C2n2cncn2)cc1 (stereo not given)	45	97	5	-1.6	5	-41	7	3	-0.9
COc1ccc(C(=O)NCc2nnc(SCC(=O)Nc3cc(Cl)ccc3OC)o2)cc1	24	103	1	0.9	1	-10	-2	1	1.5
Cc1c(NC(=O)c2ccccc2)cccc1[N+](=O)[O-]	-11	93	21	0.1	7	-5	-8	0	-3.2
CC(C)c1ccc(NC(=S)NNC(=O)C2CC2)cc1	-63	99	-9	-1.4	-4	-5	-2	-5	-1.1
CCOC(=O)c1c(NC(C)=O)sc2c(O)c(Br)ccc12	-4	70	6	-4.2	6	2	-5	1	-2.7
CCCCn1c(=O)c(CCC(=O)OCC(=O)Nc2ccc(F)c(Cl)c2)nc2ccccc21	-9	92	-3	-0.3	-6	-3	-10	-8	0.2
Clc1ccc(C2[C@H]3CN(Cc4cccnc4)[C@H](c4ccccc4)C34CC2(c2ccccc2)C4)cn1 (stereo not given in full)	26	96	-30	/	-2	/	-1	/	/
Cc1ccc(Cl)cc1NC(=O)c1cnn2c1NC(c1ccco1)CC2C(F)(F)F (stereo not given)	-3	95	11	-0.9	-7	-21	-54	1	-1.1
O=C(/C=C\c1ccco1)Oc1cccc2cccnc12	-16	103	31	-0.6	-3	-7	-6	1	-1.1
CCc1ccccc1NC1c2ccccc2C(=O)N1c1cc(C)ccn1 (stereo not given)	0	102	-14	-1.7	7	-6	-9	-8	-3.2
Cc1ccsc1/C=N/Nc1nc2ccccc2[nH]1	-6	114	-42	-0.5	-1	6	2	-9	-3.3
CCn1c(=N)c(C(=O)NCCCOC)cc2c(=O)n3cccc(C)c3nc21	-3	104	18	11*	1	5	-3	11	-0.8
Cc1ccc2c(CN3CCCc4ccccc43)cc(=O)oc2c1C	50	104	-3	0.1	-1	4	8	0	-3.6
CC(=O)C1=C(O)C(=O)N(c2cccc(Br)c2)C1c1ccc(Br)cc1 (stereo not given)	34	107	11	-0.5	-2	-31	-3	36	-3.3
O=C(NCc1ccncc1)C(=O)NCC1OCCCN1S(=O)(=O)c1ccc(F)cc1 (stereo not given)	23	104	1	-0.1	5	-5	-10	6	-0.2
CC(=O)Nc1ccc(OCC(O)Cn2ccnc2)cc1 (stereo not given)	24	96	12	-1.3	6	-2	-12	5	-1.0
O=C(COC(=O)c1ccc(S(=O)(=O)Nc2ccccc2)cc1)NCC1CCCO1 (stereo not given)	14	102	20	-2.1	3	-14	-3	10	-2.2
Cc1cccc(N2C(=O)CCC2=O)n1	6	99	1	-2.1	6	2	-4	8	-1.9
CC(C)=CCSc1nnc(CCNC(=O)OC(C)(C)C)o1	38	89	-2	-2.6	3	-8	-2	1	-4.0
Cc1cccc(-c2ncc(CN3CCCC(CO)(Cc4cccc(Cl)c4)C3)cn2)c1 (stereo not given)	40	97	-31	-2.8	3	7	6	-26	0.7
O=c1[nH][nH]c(=O)n1-c1ccccc1	23	107	9	-3.0	6	2	-6	4	-2.8
CCN(CC)CCN1C(=O)C(=O)/C(=C(/O)c2ccc(OC(C)C)cc2)C1c1cccs1 (stereo not given)	11	105	1	0.3	4	-13	10	-11	-3.4
CCOC(=O)c1ccc(NC(=O)CC2SCCNC2=O)cc1 (stereo not given)	-12	107	15	-2.4	-1	-4	1	12	-2.5
Cc1ccccc1NC(=O)CSCC(=O)Nc1ccccc1C	-14	88	3	-4.8	0	-9	-2	-2	-1.0
CC(=O)c1cccc(NS(=O)(=O)c2ccc3c(c2)N(C(C)=O)CCO3)c1	53	99	-2	-2.5	2	-14	-5	4	-2.6
CCOC(=O)N1CCN(C(=O)c2cc3c(-c4ccc(Cl)cc4)nn(C)c3s2)CC1	2	107	18	-3.9	6	0	-9	6	-2.2
COc1ccc(Br)c(C(=O)NCCC(C)C)c1	-2	107	-5	-5.0	8	-8	0	5	-5.0
COC(=O)C1=CN(Cc2cccs2)C=C(C(=O)OC)C1c1cccc(O)c1	45	99	16	-2.1	-1	-23	2	-10	-2.4
CC(=O)c1ccc(NC(=O)c2ccc3snnc3c2)cc1	28	104	32	-3.9	0	-6	3	7	-1.9
CCCn1c(SCC(=O)N2CCCc3ccccc32)nc2c1c(=O)n(C)c(=O)n2C	-9	/	-9	-1.1	-7	-6	5	-2	-6.0
C/C(=N/NC(=O)CN1CCN(S(=O)(=O)c2ccc(C)cc2)CC1)c1cccc(O)c1	-12	95	4	-5.8	-4	-33	-12	-2	-1.7
COc1cc(C(=O)NCCCc2ccccc2)cc(OC)c1OC	25	103	-6	-0.5	2	-24	1	15	-0.3
O=C(Cc1ccccc1)Nc1ccc(S(=O)(=O)N2CCCC2)cc1	22	95	5	-1.0	3	-10	-12	2	-0.8
COc1ccc(CCNC2=NCC(C)S2)cc1 (stereo not given)	14	102	11	-2.0	-1	2	-3	9	-2.1
CCn1c(C)cc(/C=C2\SC(=O)N(CC(=O)Nc3ccc(C)c(C)c3)C2=O)c1C	-4	101	37	-0.8	3	-5	-30	17	-2.4
O=C(N/N=C/c1ccc(Cl)cc1Cl)Nc1ccccc1	45	94	18	-1.2	8	-5	-10	-1	-1.9
CCOC(=O)c1c(NC(=O)CSc2nc3cc(Cl)ccc3c(=O)n2Cc2ccco2)sc(C(=O)N(C)C)c1C	1	102	-6	-2.4	-2	-5	-10	8	-2.9
O=C(NC(=S)N(CCO)Cc1ccccc1)c1ccc(F)cc1Cl	20	104	5	-4.3	6	-9	-3	9	-2.5
CC(=O)N1CCN(c2nnc(-c3ccccc3)c3ccccc23)CC1	27	105	-12	-1.7	-1	-24	-1	-3	-1.8
O=C(CCc1ccc(S(=O)(=O)N2CCOCC2)cc1)Nc1nc(COc2ccccc2)cs1	3	/	5	-0.6	-5	-6	-6	-10	-4.1
N#CCCN(C(=O)Nc1ccccc1)c1ccccc1	7	104	3	-3.6	4	3	-7	0	-1.9
Cc1cc(CSc2nc(C)cc(=O)[nH]2)c2ncccc2c1	2	101	-13	-4.8	4	-20	-9	-5	-3.0
Cc1ccc2c(c1)N(C(=O)CCC(=O)N1CCN(c3ccccn3)CC1)CCO2	25	96	8	1.1	-2	-32	4	12	-0.9
COC(=O)n1c(=S)oc2cc(Cl)ccc21	45	110	15	-4.1	/	-7	-3	-2	-4.6
CCC(C)c1ccc(S(=O)(=O)N2CCN3CCCC3C2)cc1 (stereo not given)	14	106	6	-0.8	2	2	-8	-6	-1.2
Cc1cc(-c2ccccc2)nc(N/N=C/c2ccccc2F)n1	3	110	-8	-3.0	1	-14	-6	12	-4.2
CCOC(=O)c1cnc2c(c(C)nn2CC)c1Cl	27	107	7	0.3	1	1	-13	-19	-1.6
Cc1c(C(C)C)c(=O)n(-c2ccc(S(=O)(=O)NC3CC3)cc2)n1C	-6	95	-1	0.4	4	-6	0	-1	-3.3
COC(=O)c1c(C(=O)OC)c(-c2cccc(C)c2)n2c1CS(=O)(=O)C2	4	105	12	-2.9	-8	-8	2	2	-6.3
Cc1cc(C)c(C)c(S(=O)(=O)N2CCN(c3ccccn3)CC2)c1C	18	102	-8	-1.8	2	-32	-12	-2	-3.6
CCOc1ccc(NC(=O)C2CC(C)=C(C)CC2C(=O)O)cc1 (stereo not given)	15	93	11	-3.9	4	-5	0	7	-2.9
S=C(Nc1cccc(Cl)c1)NC1CCCCC1	42	101	-6	-8.2	3	-3	-6	4	-1.6
COc1cccc(NS(=O)(=O)c2ccc(C)c(C(=O)N3CCCCC3)c2)c1	31	101	-2	-3.5	6	-42	8	-7	-2.5
CC(C)c1ccc(NC(=O)C2CCC(CNC(=O)[C@@H]3Cc4ccccc4CN3)CC2)cc1 (stereo not given in full)	24	99	-6	0.0	2	29	11	-38	0.7
